# IL1B NFkB inh – blocks IL-1B driven NFkB nuclear translocation in HUVEC cells; inhibition, % at 2 µM; HUVEC IL-1B NFkB p65 nuclear translocation imaging; 0.43% of 94,000 active;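 active = inhibition above about 30% together with a positive call from visual inspection of the well image, limit read from the data; inconclusive = inhibition above a set limit but visual check negative; inactive = inhibition not above a set limit, visual check negative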;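 note: nuclear over cytoplasmic p65 intensity ratio measured by imaging; 0% = IL-1B stimulated DMSO wells and 100% = unstimulated DMSO wells; values of inactives mirror those of a sister screen read the other way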
# MRP reversal – reverses drug resistance mediated by MRP. H69AR cells + 2 uM doxorubicin, CellTiter-Glo, 72 h. differential viability (reversal), % at 10 µM. 0.04% of 85,000 active. AID 602;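 active = viability drop by adding the cancer drug above about 55%, with treated viability meeting a 40% cutoff, limit read from the data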;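 note: viability without doxorubicin minus viability with 2 µM doxorubicin for each compound; larger differential means the compound sensitizes cells more to doxorubicin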
# NFkB transloc pot – enhances IL-1B driven NFkB nuclear translocation | 0.3% of 94,000 active | activation, % at 2 µM | HUVEC IL-1B NFkB p65 nuclear translocation imaging;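 active = activation above 40%, about the mean plus 3 SD, also judged a hit on visual image review; inconclusive = activation above 40% but not a hit on visual review; inactive = activation not above 40% and no visual hit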;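 note: percent activation is computed from the nuclear over cytoplasmic p65 intensity ratio; values of inactives mirror those of a sister screen read the other way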
# Bcl-B displacement – displacers of TR3 peptide from Bcl-B, primary screen, selectivity assay for Bfl-1 inhibitor project, biochemical, fluorescence polarization; FP displacement of FITC-TR3 peptide from Bcl-B; higher % means a stronger effect; displacement, % at 20 µM, or IC50 in µM where a hit was titrated; 0.11% of 96,000 active;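 active = displacement above 50% at 20 µM plus a fluorescence interference ratio under 1.5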;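 note: plate controls were wells without compound for no effect and wells lacking Bcl-B protein for full effect; a part of the inactive calls stands beside numbers as strong as those of hits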
# PLAP inhibition – inhibition of human placental alkaline phosphatase – biochemical, luminescence, HTS (AID 690) | purified PLAP, luminescent substrate; higher % means a stronger effect | inhibition, % at 20 µM; hits with a dose series show IC50 in µM | 0.08% of 96,000 active; in the data active = a potency from the dose series; inactive = the rest, 99 in 100 with inhibition below about 30%; note: strong numbers were not always called active
# MRP reversal cytotoxicity – second read-out of MRP reversal, no call of its own (marks repeat the call); viability, %; H69AR cells, CellTiter-Glo, 72 h; measured here: cytotoxicity without doxorubicin
# MRP reversal with doxorubicin – second read-out of MRP reversal, no call of its own (marks repeat the call); viability, %; measured here: viability with 2 uM doxorubicin; active compounds read low
# IL1B NFkB inh cell count 2 µM – also measured in IL1B NFkB inh; calls as there; cell count; measured here: cells passing quality filter;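 raw number of nuclei counted in each imaged well without normalization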
# NFkB transloc pot cell count 2 µM – further read-out of NFkB transloc pot, marked with its call; cell count; measured here: cells passing quality filter
# Starred values were filed as active, the others as inactive; u = inconclusive; x = not tested or not shown. A portion of the library; count on the stated rates, not on these rows.
SMILES,IL1B NFkB inh,IL1B NFkB inh cell count 2 µM,MRP reversal,MRP reversal cytotoxicity,MRP reversal with doxorubicin,NFkB transloc pot,NFkB transloc pot cell count 2 µM,Bcl-B displacement,PLAP inhibition
NC(=NC(=O)c1ccccc1)C1=C(O)CCC1=O,-27.8,148,1.9,87.8,85.9,27.8,148,-6.8%,1.6%
CCOC(=O)c1ccccc1NC(=O)CN(c1ccccc1OC)S(C)(=O)=O,5.9,123,-19.6,73.6,93.2,-5.9,123,20.6%,-31.4%
CC1=CC(C)(C)N(C(=O)C(C)N2C(=O)c3ccccc3C2=O)c2c(C)cc(C)cc21 (configuration not stated),10.9,171,4.0,82.8,78.7,-10.9,171,11.0%,-11.1%
CCOc1ccc(S(=O)(=O)N(CC(=O)Nc2cc(C)on2)Cc2ccccc2Cl)cc1,-32.2,152,5.4,82.2,76.8,32.2,152,5.4%,-10.8%
CCC(=O)Nc1ccc2nc(C)n(CC(=O)Nc3ccccc3)c(=O)c2c1,0.9,102,4.2,93.7,89.5,-0.9,102,-2.1%,-13.0%
CC(C)NC(=O)c1cnc(Sc2ncc(C(F)(F)F)cc2Cl)n1C,-2.5,149,5.4,95.4,90.0,2.5,149,-7.4%,-12.9%
O=C(Cc1cccs1)NCc1ccccc1,x,x,26.2,122.2,96.0,x,x,1.3%,24.8%
COC(=O)CNC(=O)COC(=O)c1cc(F)c(F)cc1Cl,-3.1,180,x,x,x,3.1,180,4.5%,12.8%
Cc1ccc(NC(=O)CS(=O)CC(=O)N(CC(=O)NC2CCCC2)c2cc(C)ccc2C)cc1 (configuration not stated),-46.0,166,-2.2,93.5,95.7,u,x,2.8%,-65.0%
Cn1nnc2cc(C(=O)NC(C)(C)C)ccc21,-9.0,140,-5.0,89.6,94.6,9.0,140,3.6%,-0.9%

# Some values from the entries so far.
# Entry of `CCOc1ccc(S(=O)(=O)N(CC(=O)Nc2cc(C)on2)Cc2ccccc2Cl)cc1` under MRP reversal with doxorubicin: 76.8
# Entry of `CC(C)NC(=O)c1cnc(Sc2ncc(C(F)(F)F)cc2Cl)n1C` under IL1B NFkB inh cell count 2 µM: 149
# Entry of `O=C(Cc1cccs1)NCc1ccccc1` under MRP reversal cytotoxicity: 122.2

# New compounds follow
SMILES,IL1B NFkB inh,IL1B NFkB inh cell count 2 µM,MRP reversal,MRP reversal cytotoxicity,MRP reversal with doxorubicin,NFkB transloc pot,NFkB transloc pot cell count 2 µM,Bcl-B displacement,PLAP inhibition
Fc1ccc(Br)cc1C1C=C(c2ccc(Br)s2)Nc2ncnn21 (configuration not stated),x,x,-18.9,29.0,47.9,x,x,6.5%,-15.1%
c1csc(-c2csc3nc(CN4CCOCC4)nc(NCc4ccc5c(c4)OCO5)c23)c1,-42.8,137,17.1,56.4,39.3,u,x,-9.8%,-37.1%
CCc1cc2cc(C)c(C)cc2nc1SCC(=O)NNC(=O)c1ccco1,7.6,141,x,x,x,-8.4,131,-8.5%,9.6%
COC(=O)c1ccc(NC(=O)C2CCCN2S(=O)(=O)c2ccc(OC)cc2)cc1 (configuration not stated),9.1,74,x,x,x,-9.1,74,x,x
COc1cc(C2c3c(oc4ccccc4c3=O)C(=O)N2c2ccc(C)cn2)ccc1O (configuration not stated),-11.4,78,-8.8,96.8,105.7,11.4,78,-1.8%,-9.7%
CCN1CCN(CC(O)COc2ccc(C(C)=O)cc2)CC1 (configuration not stated),-6.0,170,-7.6,83.0,90.6,6.0,170,-7.5%,23.5%
CCCc1cc(=O)oc2cc(OCC(=O)Nc3cc(C)on3)ccc12,-11.4,118,-10.8,85.9,96.7,11.3,118,9.4%,-6.7%
Cc1c(C(=O)Nc2ccncc2)oc2c1C(=O)CC(C)(C)C2,-9.8,139,21.1,101.4,80.3,9.8,139,1.7%,19.1%
Cc1ccc(S(=O)(=O)NC2=NCN(Cc3cccnc3)CN2)cc1,10.0,130,0.8,104.2,103.4,-10.0,130,-16.0%,15.0%
CC(=O)C1=C(O)C(=O)N(c2ccc(S(N)(=O)=O)cc2)C1c1ccccc1F (configuration not stated),3.5,130,-5.2,86.1,91.2,-3.5,130,-13.0%,-9.2%
Brc1c(CSc2nc3ccccc3o2)nc2ncccn12,20.3,74,19.1,90.2,71.2,-20.3,74,-3.3%,4.2%
CCCCOc1ccc(C(=O)N2CCCC2)cc1,-0.8,155,1.2,82.5,81.2,0.8,155,-5.5%,3.6%
O=C(CN1CCOCC1)Nc1ccccc1Cl,3.6,159,17.6,97.6,80.0,-3.6,159,3.4%,-16.7%
Nc1scc(-c2ccncc2)c1Cl,-5.0,154,3.0,96.8,93.7,5.0,154,x,x
COc1ccc(-n2cnc3cc(NS(=O)(=O)c4ccccc4)ccc32)cc1,-0.7,124,-9.5,68.7,78.2,0.7,124,x,x
Cc1cc(C)cc(-n2nnnc2SCC(=O)Nc2nc(-c3ccc(F)cc3)cs2)c1,6.0,126,x,x,x,-6.0,126,-2.0%,4.9%
Cc1ccccc1-n1nc(C(=O)O)c(C)c(C#N)c1=O,x,x,-0.3,88.4,88.7,x,x,1.5%,6.7%
CCOc1cc(N2CCOCC2)c(OCC)cc1NC(=O)C(NC(=O)c1ccco1)C(C)C (configuration not stated),x,x,-1.6,83.3,85.0,x,x,10.1%,-39.0%
CN(c1ccccc1)S(=O)(=O)c1ccc(C(=O)OCC(=O)NCc2ccco2)cc1,-3.5,159,9.4,95.2,85.8,3.5,159,-71.6%,-35.1%
Cc1ccc2nc(C3CCN(CC(=O)N4CCCCCC4)CC3)[nH]c2c1,-7.1,129,3.3,89.2,86.0,7.1,129,3.0%,-65.0%
CCCn1nc(C(=O)OCC(=O)c2ccc3c(c2)NC(=O)CO3)c2ccccc2c1=O,-17.6,119,5.6,94.5,88.9,17.6,119,x,x
OC1(c2ccccc2F)CCN(Cc2nnc(-c3ccccc3)o2)CC1,-3.3,192,-5.8,88.1,93.9,3.3,192,-23.3%,-4.0%
COc1cc2c(C)nc(C)c(C#N)c2cc1OC,-1.1,168,-7.4,74.2,81.5,1.1,168,-6.5%,5.8%
O=C1SC(SCc2ccccc2)=N/C1=C\c1ccco1,3.5,89,-23.5,82.8,106.3,-3.4,89,-8.1%,-11.2%
CCN(CC)c1ccc(NC(=O)CSc2nc3ccccc3c(=O)[nH]2)cc1,-10.2,155,21.1,86.8,65.7,10.2,155,-2.1%,-23.3%
N#CC1=C(SCC(=O)Nc2nccs2)NC(=O)CC1c1ccccc1 (configuration not stated),-9.3,199,x,x,x,9.2,199,1.7%,-64.5%
Cc1cccc(NC(=S)N(CCc2nc3cc(C)c(C)cc3[nH]2)Cc2cccnc2)c1,-0.3,152,x,x,x,0.3,152,-3.9%,3.5%
COC(=O)CSc1nc(N2CCCCC2)c2c(c1C#N)CCCC2,7.0,153,16.9,46.9,30.0,-7.0,153,-1.8%,12.4%
COc1cccc(NC2=NC3(CCCCC3)N=C(N)N2)c1,-2.1,142,-15.9,71.6,87.5,2.1,142,-2.2%,-178.2%
Cn1c(OCc2ccc3c(c2)OCO3)nc2c1c(=O)n(Cc1ccc(Cl)c(Cl)c1)c(=O)n2C,-7.5,149,x,x,x,7.5,149,0.0%,-42.8%
CCOC(=O)Nc1ccc2c(c1)N(C(=O)CCN1CCN(CCO)CC1)c1ccccc1S2,1.2,87,-2.0,84.6,86.6,-1.2,87,x,x
COc1ccccc1N1CCN(C(=O)CCn2c(=O)[nH]c3ccccc3c2=O)CC1,-1.1,188,5.1,103.3,98.2,1.2,188,5.9%,-33.6%
O=C(NCCCN1CCCC1=O)c1ccc2c(c1)NC(=O)C(N1CCOCC1)S2 (configuration not stated),-7.9,88,0.0,96.0,96.0,7.9,88,-4.1%,5.9%
CCOc1cc2[nH]c(=O)n(CCc3ccc(OC)c(OC)c3)c(=O)c2cc1OCC,1.8,105,-26.5,35.6,62.1,-1.8,105,7.5%,6.9%
c1ccc(Nc2cc(-c3ccccc3)nc3ncnn23)cc1,-42.6,127,-5.5,68.8,74.3,u,x,-5.1%,-6.6%
CCOC(=O)c1cc2c(ccn2C)n1Cc1ccccc1C,14.3,100,19.8,96.6,76.8,-14.3,100,7.1%,-15.8%
COC(=O)CSc1nc2sc(C)c(C)c2c(=O)n1C,-3.9,159,-9.6,100.2,109.8,3.9,159,15.2%,15.3%
Cc1ccc(Cl)cc1Nc1nc(-c2sc(NC(=O)c3ccccc3)nc2C)cs1,1.5,122,x,x,x,-1.5,122,-0.8%,-42.3%
C=CCO/N=C(/C)c1c(O)c(CC)c(-c2ccccc2)n(-c2ccccc2)c1=O,7.7,159,2.1,81.5,79.4,-7.7,159,x,x
CC(=O)Oc1c2occc2cc2ccc(=O)oc12,-28.7,97,2.5,96.5,94.0,28.7,97,-7.1%,-25.6%
Nc1nc(CN2CCN(Cc3ccccc3)CC2)nc(Nc2ccccc2)n1,-3.1,148,5.3,93.9,88.6,3.1,148,9.9%,-7.7%
COC(=O)c1nnn(CC(=O)Nc2cccc(Cl)c2C)c1C(=O)OC,-10.9,66,-2.4,91.7,94.2,10.9,66,4.1%,-28.9%
O=C(Nc1nnc(SCC(=O)N2CCCCC2)s1)c1cccs1,-3.6,136,-6.6,90.8,97.4,3.6,136,0.7%,-3.7%
Cc1cccc(N(C)C(=O)c2cc3cc4ccc(C)cc4nc3o2)c1,-12.7,110,-32.0,18.6,50.6,12.7,110,4.2%,-34.0%
Cn1c(=O)c2c(nc(NCCCO)n2Cc2cccc(C(F)(F)F)c2)n(C)c1=O,-8.9,123,-6.9,74.5,81.4,8.9,123,-10.1%,-41.6%
O/N=C(\c1ccc(Cl)cc1)c1ncc(C(F)(F)F)cc1Cl,x,x,-16.4,47.3,63.6,x,x,-0.5%,43.1%
CCN1C(=O)/C(=C\N2CCN(c3ccc(F)cc3)CC2)SC1=S,5.8,92,-11.6,61.7,73.3,-5.8,92,4.5%,17.4%
Cc1cccc(CN2CCN(C(=O)c3ccccc3F)CC2)c1,-10.5,126,9.8,90.3,80.5,10.5,126,3.0%,-49.9%
N/C(=N\OC(=O)C12CC3CC(CC(C3)C1)C2)c1cccnc1,-4.6,159,x,x,x,4.6,159,-2.5%,-0.9%
CCn1c(SCC(=O)N/N=C/c2ccc(C)o2)nnc1-c1ccccc1,2.1,109,x,x,x,-2.1,109,14.7%,-7.1%

# Continued.
SMILES,IL1B NFkB inh,IL1B NFkB inh cell count 2 µM,MRP reversal,MRP reversal cytotoxicity,MRP reversal with doxorubicin,NFkB transloc pot,NFkB transloc pot cell count 2 µM,Bcl-B displacement,PLAP inhibition
O=C(NCCCN=C1NS(=O)(=O)c2ccccc21)c1ccncc1,1.4,145,3.2,104.0,100.8,-1.4,145,-1.9%,13.7%
Cc1cc(C2C(C#N)=C(N)SC(N)=C2C#N)c(C)s1,-7.3,91,-3.9,85.8,89.8,7.3,91,-34.5%,-64.6%
COc1ccc(C2CC(c3cccs3)=NN2S(=O)(=O)c2ccc(C)cc2)cc1 (configuration not stated),1.7,138,x,x,x,-1.7,138,x,x
Cc1cc([N+](=O)[O-])ccc1NCc1cccc2ccccc12,0.5,133,x,x,x,-0.5,133,x,x
CC(C)(C)C(=O)c1sc(Nc2ccccc2)nc1N,-10.6,137,-18.1,44.4,62.5,10.6,137,-5.8%,1.7%
CS(=O)(=O)Nc1ccc(C(=O)Nc2ccccc2C(=O)N2CCCC2)cc1,-0.1,104,3.1,96.9,93.7,0.1,104,10.8%,-33.9%
O=C(CCCOc1ccccc1)NCc1ccco1,6.7,116,x,x,x,-6.7,116,-6.8%,-7.3%
Cc1cc(C)n2nc(SCC(=O)N(C)Cc3ccccc3)nc2n1,-11.1,118,2.5,98.7,96.2,11.1,118,-5.2%,1.5%

# Arranged by value in NFkB transloc pot (low to high): some entries from above.
SMILES,NFkB transloc pot
O=C(NCCCN=C1NS(=O)(=O)c2ccccc21)c1ccncc1,-1.4
CS(=O)(=O)Nc1ccc(C(=O)Nc2ccccc2C(=O)N2CCCC2)cc1,0.1
CC(C)(C)C(=O)c1sc(Nc2ccccc2)nc1N,10.6

# Bioassay records: PubChem, several laboratories
